Assay outcomes (PubChem BioAssay)
Growth percent in the NCI-60 one-dose screen (48 h, 10 µM unless noted): 100 = growth as untreated, 0 = no growth, -100 = all killed.
MOLT-4: MOLT-4 leukemia cells; actives 6.9% (n = 80,000)
RPMI-8226: RPMI-8226 leukemia cells. actives 7.5% (n = 77,000). AID 1794781
EKVX: EKVX NSCLC | AID 1794765 | actives 3% (n = 71,000)
HOP-92: HOP-92 NSCLC cells; actives 6.3% (n = 71,000); AID 1794738
CCRF-CEM: CCRF-CEM leukemia; actives 7% (n = 77,000)
HOP-62: HOP-62 NSCLC; actives 3.9% (n = 80,000)
A549/ATCC: A549/ATCC NSCLC. actives 3.7% (n = 81,000). AID 1794740
M14: M14 melanoma | AID 1794745 | actives 6.2% (n = 80,000)
An asterisk follows results filed as active; . = no result given; & = joins results of further samples; [ ] = another dose, or the depositor's remark. How the source made its calls: active means growth percent below 10; inactive means the rest.

#1 O=C(CCC(=O)Oc1c(Cl)cc(Cl)cc1[N+](=O)[O-])Oc1c(Cl)cc(Cl)cc1[N+](=O)[O-]
#2 COc1cc(-c2cc(-c3ccc(N(C)C)cc3)nc(N3CCOCC3)c2C#N)cc(OC)c1OC
#3 CCCn1cnc2c(NCc3ccc(C)s3)nc(N[C@H](CC)CO)nc21
#4 O=C(CSc1nnnn1-c1ccccc1)c1cc2cc(Br)cc(Br)c2oc1=O
#5 CCCCN(CCCC)CCNc1ccc(Cl)c2oc3cc(C)ccc3c(=O)c12
#6 O=C(/C=C\c1ccccc1)NCCNC(=O)/C=C/c1ccccc1
assay / compound,1,2,3,4,5,6
MOLT-4,106,.,91,96,95,82
RPMI-8226,100,9.3*,94,98,105,107
EKVX,109,51,92,100,98,108
HOP-92,114,4.1*,87,80,76,.
CCRF-CEM,105,30,106,100,99,85
HOP-62,88,-37*,94,92,92,111
A549/ATCC,111,27,99,86,104,101
M14,94,-62*,101,93,92,100

#7 COc1ccc(/C=C/C(=O)c2ccc(NC(=O)N3CCN(c4cc5c(cc4F)c(=O)c(C(=O)O)cn5C4CC4)CC3)cc2)cc1OC
#8 CCN(CC)C(=O)c1cccc2c1OCO2
#9 Nc1ccc(C(=O)c2cccs2)cn1
#10 COC(=O)c1cccc2c1CC[C@@H](C)[C@]21C[C@@H](c2ccoc2)OC1=O
#11 NC1=CC(=O)C(=O)c2cccnc21
#12 CS(=O)(=O)c1ccc(-n2nc(C(=O)NCc3ccccc3)cc2-c2ccccc2)cc1
assay / compound,7,8,9,10,11,12
MOLT-4,101,99,99,113,106,79
RPMI-8226,104,97,82,109,74,83
EKVX,98,97,116,101,98,87
HOP-92,118,77,.,101,149,77
CCRF-CEM,109,95,95,100,83,90
HOP-62,97,93,105,91,80,95
A549/ATCC,107,80,53,86,44,89
M14,109,103,106,101,32,104

#13 Nc1nc(-c2ccc(Br)cc2)nn1-c1nc2ccccc2s1
#14 NC(=O)c1cc(Cl)nc2nc(Cl)nc(N)c12
#15 CCN(CC)C(=O)C1CCN(C)CC1
#16 COc1ccc(-c2c(C#N)c(-c3ccc(Cl)cc3)nc3c2c(-c2ccccc2)nn3-c2ccccc2)cc1
#17 N#Cc1c(N)nc2c3c(N)n4c(nc3nn2c1=Nc1ccc(Cl)cc1)sc1cc([N+](=O)[O-])ccc14
#18 CCCCCCOc1ccc(/C(C)=N/Nc2cc(C)nc3ccc(Br)cc23)cc1
assay / compound,13,14,15,16,17,18
MOLT-4,102,118,86,97,90,89
RPMI-8226,95,87,101,105,96,95
EKVX,90,104,97,101,.,92
HOP-92,105,76,97,103,117,74
CCRF-CEM,102,.,97,99,84,91
HOP-62,92,101,95,100,95,92
A549/ATCC,106,128,99,99,102,91
M14,95,93,102,100,.,105

#19 O=C(O)c1cccc(Br)c1
#20 N#C/C(=C\c1ccc(Cl)cc1Cl)C(=O)N1c2ccccc2Sc2ccccc21
#21 COc1ccc(-c2cc(-c3ccc(Cl)cc3)nc3nc(NN)[nH]c(=O)c23)cc1
#22 O=C(O)Cc1nnc(CCC(=O)c2nc3ccccc3[nH]2)o1
#23 O=C(N=Nc1c(O)[nH]c2ccccc12)c1cc2ccccc2[nH]1
#24 O=C(CCc1nnc2sc(CCl)nn12)c1nc2ccccc2[nH]1
assay / compound,19,20,21,22,23,24
MOLT-4,96&86,92,82,89,107,103
RPMI-8226,104&103,96,95,88,104,111
EKVX,101&105,99,95,95,91,109
HOP-92,102&101,90,101,53,103,.
CCRF-CEM,101&100,91,100,89,100,105
HOP-62,100&96,101,97,98,100,96
A549/ATCC,87&99,101,100,100,100,106
M14,103&100,95,103,106,102,98

An excerpt of these results, in markdown.
| # | Compound | MOLT-4 | RPMI-8226 | EKVX | HOP-92 | CCRF-CEM | HOP-62 | A549/ATCC | M14 |
| --- | --- | --- | --- | --- | --- | --- | --- | --- | --- |
| 12 | CS(=O)(=O)c1ccc(-n2nc(C(=O)NCc3ccccc3)cc2-c2ccccc2)cc1 | 79 | 83 | 87 | 77 | 90 | 95 | 89 | 104 |
| 13 | Nc1nc(-c2ccc(Br)cc2)nn1-c1nc2ccccc2s1 | 102 | 95 | 90 | 105 | 102 | 92 | 106 | 95 |
| 14 | NC(=O)c1cc(Cl)nc2nc(Cl)nc(N)c12 | 118 | 87 | 104 | 76 | . | 101 | 128 | 93 |
| 15 | CCN(CC)C(=O)C1CCN(C)CC1 | 86 | 101 | 97 | 97 | 97 | 95 | 99 | 102 |
| 16 | COc1ccc(-c2c(C#N)c(-c3ccc(Cl)cc3)nc3c2c(-c2ccccc2)nn3-c2ccccc2)cc1 | 97 | 105 | 101 | 103 | 99 | 100 | 99 | 100 |
| 17 | N#Cc1c(N)nc2c3c(N)n4c(nc3nn2c1=Nc1ccc(Cl)cc1)sc1cc([N+](=O)[O-])ccc14 | 90 | 96 | . | 117 | 84 | 95 | 102 | . |
| 18 | CCCCCCOc1ccc(/C(C)=N/Nc2cc(C)nc3ccc(Br)cc23)cc1 | 89 | 95 | 92 | 74 | 91 | 92 | 91 | 105 |
| 19 | O=C(O)c1cccc(Br)c1 | 96&86 | 104&103 | 101&105 | 102&101 | 101&100 | 100&96 | 87&99 | 103&100 |
| 20 | N#C/C(=C\c1ccc(Cl)cc1Cl)C(=O)N1c2ccccc2Sc2ccccc21 | 92 | 96 | 99 | 90 | 91 | 101 | 101 | 95 |
| 21 | COc1ccc(-c2cc(-c3ccc(Cl)cc3)nc3nc(NN)[nH]c(=O)c23)cc1 | 82 | 95 | 95 | 101 | 100 | 97 | 100 | 103 |
| 22 | O=C(O)Cc1nnc(CCC(=O)c2nc3ccccc3[nH]2)o1 | 89 | 88 | 95 | 53 | 89 | 98 | 100 | 106 |

(next part)
#25 Cc1cccc(-c2nc(Nc3ccc(S(N)(=O)=O)cc3)c3ccccc3n2)c1
#26 CCNC(=O)Oc1ccc(/C(=C(/C)Cc2ccc(OC)cc2)c2ccc(OCCN(C)C)cc2)cc1
#27 CCCCCOC(=S)S
#28 O=C(O)c1ccccc1Nc1cccc2c1C(=O)c1cccc(Nc3ccccc3C(=O)O)c1C2=O
#29 COc1cc(C2CCc3nc4ccccc4n32)cc(OC)c1OC (configuration not stated)
#30 N#CCCNCCC#N
assay / compound,25,26,27,28,29,30
MOLT-4,103,53,84,115,116,97
RPMI-8226,96,67,101,97,118,110
EKVX,102,89,.,101,.,.
HOP-92,.,49,98,85,119,.
CCRF-CEM,96,52,90,80,110,99
HOP-62,111,94,106,105,102,102
A549/ATCC,107,74,93,111,104,108
M14,112,70,105,103,94,102

#31 Cc1ccc(-c2nnc3c4ccccc4c(C)nn23)cc1S(N)(=O)=O
#32 C=C1CC[C@@H]2[C@](C)(COC(C)=O)[C@H](OC(C)=O)CC[C@@]2(C)[C@@H]1C/C=C1/C(=O)OC[C@H]1OC(C)=O
#33 COc1ccc2c(O)c(/C=C3\N=Nc4ccccc43)oc2c1C[C@@H]1CCNC[C@H]1F
#34 Cn1cc(-c2nc(-c3cn(C)c4ncccc34)cs2)c2cc(Br)ccc21
#35 COc1ccc(C2OC(N)=C(O)C2=O)cc1OC (configuration not stated)
#36 O=C(c1nn(Cc2ccccc2)c2c1CC(NCc1ccc(F)cc1)CC2)N1CCCCC1 (configuration not stated)
assay / compound,31,32,33,34,35,36
MOLT-4,117,-6.1*,68,82,109,86
RPMI-8226,98,14,92,87,104,109
EKVX,77,103,64,98,94,94
HOP-92,66,72,65,102,98,94
CCRF-CEM,134,-11*,-16*,83,98,114
HOP-62,85,76,71,113,105,107
A549/ATCC,102,86,36,88,118,100
M14,98,35,52,88,111,102

#37 CCOC(=O)C1=C(N)Oc2c(sc3c(C)cccc23)C1c1ccc(F)cc1 (configuration not stated)
#38 CC(=O)NNC(=O)C(N)Cc1ccc(O)cc1 (configuration not stated)
#39 O=C(Nc1ccc(-n2cc(-c3ccncc3)c(-c3ccc(Cl)c(O)c3)n2)cc1)Nc1ccc(Cl)c(C(F)(F)F)c1
#40 COC(=O)[C@H](Cc1cn(C)cn1)NC(=O)[C@@H](NC(=O)Nc1cc(C(F)(F)F)cc(C(F)(F)F)c1)C(C)(C)C
#41 COCCCNC(=O)c1nnn2c1nc(N)c1cc(Cl)ccc12
#42 COc1ccc(-c2ccc(NC(=O)Nc3ccc(Cl)cc3)c(C)n2)cc1
assay / compound,37,38,39,40,41,42
MOLT-4,10,99,-2.0*,-26*[100 µM],80,72
RPMI-8226,.,116,.,-54*[100 µM],97,90
EKVX,45,101,1.4*,.,.,93
HOP-92,92,107,.,.,.,81
CCRF-CEM,4.3*,110,.,.,.,81
HOP-62,36,109,-7.5*,-84*[100 µM],80,81
A549/ATCC,20,100,6.1*,15[100 µM],106,68
M14,11,109,-59*,-85*[100 µM],79,87

#43 Nc1ccc(S(=O)(=O)N/N=C/c2ccccc2Cl)cc1
#44 Cc1nc2[nH]c(N)nc(=S)c2[nH]1
#45 NS(=O)(=O)c1ccc(NC(=S)NC(=O)c2ccc(Br)cc2)cc1
#46 CCOc1ccc(N=Nc2ccc(/C=C/c3ccc(N=Nc4ccc(OCC)cc4)cc3S(=O)(=O)O)c(S(=O)(=O)O)c2)cc1
#47 CCCCCCCCCCCCCC[n+]1cccc(C(N)=O)c1
#48 COc1cc(-c2nnc(-c3nc(-c4cc(OC)c(OC)c(OC)c4)n4ccccc34)o2)ccc1O
assay / compound,43,44,45,46,47,48
MOLT-4,90,104,.,90&111,-31*,88
RPMI-8226,135,106,87,106&91,-51*,75
EKVX,95,105,96,99&104,-16*,87
HOP-92,167,115,83,106,-27*,81
CCRF-CEM,146,100,91,103&82,-19*,54
HOP-62,110,92,93,95&90,17,101
A549/ATCC,108,99,106,99&99,69,82
M14,112,96,107,101&99,-39*,92

#49 CCC(N)(C(=O)O)c1ccc(F)cc1 (configuration not stated)
#50 COc1ccccc1/C=C/C=N/NC1=NC2C(S1)N(C)C(=O)N2c1ccccc1 (configuration not stated)
#51 O=c1oc2ccccc2cc1-c1nn(-c2ccccc2)cc1-c1nn[nH]n1
#52 Cc1ccccc1N1CCN(CCC(=O)O)CC1
#53 O=C(CN1CCN(c2cc3c(cc2F)c(=O)c(C(=O)O)cn3C2CC2)CC1)Nc1nnc(-c2ccccc2)s1
#54 Cc1ccc(-c2nc3nc(-c4ccccc4)nc(N4CCCN(S(=O)(=O)c5ccc(C)cc5)CC4)c3o2)cc1
assay / compound,49,50,51,52,53,54
MOLT-4,90,4.1*,99,103,94,89
RPMI-8226,98,19,100,113,100,89
EKVX,104,39,99,104,90,91
HOP-92,94,39,92,.,102,90
CCRF-CEM,95,14,104,122,102,98
HOP-62,104,46,91,118,88,94
A549/ATCC,81,22,98,102,78,89
M14,103,-12*,98,105,88,110

#55 Nc1ccc2nc(NC(=O)CN3CCCCC3)sc2c1
#56 NC(N)=NC(N)=Nc1ccccc1Cl
#57 CC(=O)N1N/C(=C2/C(C)=NC(=S)NC2c2ccccc2)CC1c1ccc(N(C)C)cc1 (configuration not stated)
#58 CCCCCCCC(=O)OC[C@]1(C)CCC[C@]2(C)[C@@H]1CC[C@@]13C[C@@H](OCOC)[C@@](C)(CC[C@H]12)C3
#59 c1ccc(OCc2nnc(-c3ccc(Oc4ccccc4)cc3)o2)cc1
#60 CC(C)Sc1cc(=O)[nH]c(N)n1
assay / compound,55,56,57,58,59,60
MOLT-4,105,87,102,104,88,89
RPMI-8226,102,98,108,104,.,.
EKVX,108,96,103,116,97,110
HOP-92,84,71,88,.,85,.
CCRF-CEM,100,102,107,99,97,.
HOP-62,105,97,99,91,86,95
A549/ATCC,101,102,99,99,96,81
M14,101,116,96,105,98,103

#61 Nc1cccc(-c2ccc(COc3ccc(CC4SC(=O)NC4=O)cc3)cc2)c1 (configuration not stated)
#62 O=C(NCCSSCCNC(=O)c1ccccc1)c1ccccc1
#63 CCCCCN1C=C/C(=C\C(=O)N(Cc2ccccc2)c2ccc(OC)cc2)c2ccccc21
#64 O=C(NC(=O)c1ccc(F)c(Cl)c1)NC1CC1
assay / compound,61,62,63,64
MOLT-4,43,87,79,76&94
RPMI-8226,54,94,58,102&98
EKVX,62,102,62,90
HOP-92,42,88,53,100
CCRF-CEM,52,79,76,101&97
HOP-62,48,105,85,101&107
A549/ATCC,45,95,93,99&82
M14,37,101,85,109&95
